Screening data from PubChem.
RGS4-Gao reg – modulates binding of RGS4 to human Galphao; P09471; Multiplexed bead flow cytometry; actives lie on both sides; binding response (% of control), % at 10 µM; 220,000 compounds, 0.33% hits; AID 1415; in the data active = binding response below about 49% or above about 150%; inactive = in between;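 note: fluorescent Galphao activated with aluminum fluoride binding bead-coupled RGS4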
Target sequence (P09471 whole entry, looked up): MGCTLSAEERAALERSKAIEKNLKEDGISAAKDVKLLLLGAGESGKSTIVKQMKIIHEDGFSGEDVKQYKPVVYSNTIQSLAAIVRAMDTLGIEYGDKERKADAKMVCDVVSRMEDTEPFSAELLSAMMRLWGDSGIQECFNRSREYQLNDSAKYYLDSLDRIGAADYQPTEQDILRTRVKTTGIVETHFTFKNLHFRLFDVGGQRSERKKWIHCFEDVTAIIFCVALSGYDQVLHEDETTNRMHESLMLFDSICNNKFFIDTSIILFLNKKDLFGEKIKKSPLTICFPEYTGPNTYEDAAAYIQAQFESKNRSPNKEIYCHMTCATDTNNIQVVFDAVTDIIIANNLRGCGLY
Bcl-XL Bim block – inhibitors of Bim-Bcl-XL interaction, human | Bim peptide-Bcl-XL binding, bead flow cytometry, fluorescence | inhibition, % at 10 µM | 190,000 compounds, 0.04% hits | AID 1007
Target sequence (Q07817 whole entry, looked up): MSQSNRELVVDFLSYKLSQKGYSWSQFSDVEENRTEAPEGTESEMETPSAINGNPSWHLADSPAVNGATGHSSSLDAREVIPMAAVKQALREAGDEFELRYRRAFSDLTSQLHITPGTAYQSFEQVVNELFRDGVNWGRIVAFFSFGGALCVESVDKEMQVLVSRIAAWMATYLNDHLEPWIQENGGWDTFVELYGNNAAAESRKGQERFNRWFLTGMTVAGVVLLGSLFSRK
Avidin bead fluor – avidin bead compound fluorescence profile | Avidin beads, compound fluorescence 488/530 nm, flow cytometry; active compounds read high | fluorescence (KMESF) at 10 µM | 220,000 compounds, 0.38% hits; in the data active = fluorescence above about 47; note: inactives centre near 10
GSH bead fluor – compound fluoresces at 488/530 nm on GSH beads | fluorescence (KMESF) at 10 µM | GSH beads flow cytometry, compound fluorescence 488/530 nm; active compounds read high | 190,000 compounds, 0.25% hits | AID 1776; in the data active = fluorescence above about 89;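 note: glutathione beads carrying GST-tagged Bcl family fusion proteins plus one bare bead set; values are compound well signal with DMSO vehicle wells as background; inactives centre near 16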
ABCG2 block – human ABCG2 inhibition, ABCB1 as counter-screen | Q9UNQ0 | IgMXP3 cells, JC-1 efflux, flow cytometry | inhibition, % at 6.6 µM | 190,000 compounds, 0.1% hits;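 active = inhibition above 80%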;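 note: 0% = DMSO and 100% = nicardipine control wells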
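Test system: IgMXP3 (ABCG2) plus far-red-tagged CCRF-Adr (ABCB1) cells / Amount: 3 million cells/mL in well / Reagent: JC-1 transporter substrate / Timing: 10 min compound exposure, 25 °C / Signal: flow cytometry, 530 nm JC-1 signal / Read-out: percent efflux inhibition, scaled nicardipine 100% to DMSO 0% / Benchmarks: nicardipine as high control, DMSO as low control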
RGS7-Gao reg – human RGS7-Galphao interaction regulation; binding response (% of control), % at 10 µM; Multiplexed bead flow cytometry, RGS7-Galphao binding; actives lie on both sides; 220,000 compounds, 0.35% hits; in the data active = binding response below about 49% or above about 150%; inconclusive = no clear call, values can overlap the other calls; inactive = in between;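 note: fluorescent Galphao held in activated GDP-AlF4 state binding bead-coupled RGS7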
Bfl-1 Bim block – disrupts Bim binding to human Bfl-1. Bead-based flow cytometry, Bim-Bfl-1 binding inhibition. inhibition, % at 10 µM. 190,000 compounds, 0.12% hits. AID 1008;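 note: 0% = wells without compound plus tracer and 100% = blocker peptide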
ABCB1 inh – blocks JC-1 efflux by human ABCB1 transporter | P08183 | CCRF-Adr cells, flow cytometry | inhibition, % at 6.6 µM | 190,000 compounds, 0.067% hits; in the data active = inhibition above about 40%;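 note: 0% = vehicle and 100% = reference inhibitor; higher value means more JC-1 retained so stronger ABCB1 efflux block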
Bim-Bcl-W – inhibitors of Bim-Bcl-W interaction, human; 190,000 compounds, 0.02% hits; Q92843; bead-based flow cytometry, Bim peptide-Bcl-W binding; inhibition, % at 10 µM;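 note: 0% = bound tracer without compound and 100% = peptide blocker; higher means less fluorescent Bim peptide bound to Bcl-W beads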
Bim-Bcl-B – human Bim-Bcl-B interaction inhibition; Q9HD36; inhibition, % at 10 µM; bead-based flow cytometry, Bim peptide-Bcl-B binding; AID 951; 190,000 compounds, 0.073% hits;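 note: 0% = tracer peptide without compound and 100% = reference inhibitor peptide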
Target sequence (Q9HD36 whole entry, looked up): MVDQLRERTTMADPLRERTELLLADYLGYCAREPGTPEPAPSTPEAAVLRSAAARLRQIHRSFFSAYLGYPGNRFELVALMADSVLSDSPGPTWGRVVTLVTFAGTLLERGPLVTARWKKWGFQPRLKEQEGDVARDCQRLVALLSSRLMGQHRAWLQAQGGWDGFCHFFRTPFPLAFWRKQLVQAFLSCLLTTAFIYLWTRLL
Bcl-2 Bim block – disrupts Bim peptide binding to human Bcl-2. P10415. AID 950. 190,000 compounds, 0.06% hits. Bead-based flow cytometry, Bim peptide-Bcl-2 binding. inhibition, % at 10 µM; in the data active = inhibition above about 40%; inconclusive = no clear call, values can overlap the other calls;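 note: 0% = no compound wells with probe peptide and 100% = reference peptide inhibitor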
Target sequence (P10415 whole entry, looked up): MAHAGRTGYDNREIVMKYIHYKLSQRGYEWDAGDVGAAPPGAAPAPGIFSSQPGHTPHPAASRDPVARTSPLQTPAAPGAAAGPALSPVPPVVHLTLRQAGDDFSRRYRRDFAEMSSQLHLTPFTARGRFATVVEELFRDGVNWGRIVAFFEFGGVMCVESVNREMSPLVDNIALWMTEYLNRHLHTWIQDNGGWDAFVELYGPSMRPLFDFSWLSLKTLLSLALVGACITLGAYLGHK
* marks the source's active call; other numbers are inactive results; ? = inconclusive; . = not tested or not shown. Cut-off read from the data, not from the text of the source, unless noted: active = inhibition above about 40%.

nr	Structure	RGS4-Gao reg	Bcl-XL Bim block	Avidin bead fluor	GSH bead fluor	ABCG2 block	RGS7-Gao reg	Bfl-1 Bim block	ABCB1 inh	Bim-Bcl-W	Bim-Bcl-B	Bcl-2 Bim block
1	CCOC(=O)C(O)(c1ccc(NC(=S)NC(=O)c2ccc(Cl)cc2Cl)cc1)C(F)(F)F (stereo unspecified)	106	-3	12	13	-8	105	-1	-0.7	-3	-4	0
2	COC(=O)C[C@]1(C(=O)OC)CN(C#N)N(c2ccc(Cl)cc2)C12c1ccccc1-c1ccccc12	97	-29	7	37	0	101	-31	0.5	-31	-39	-32
3	Cc1ccc(CN2CCCC(C(=O)c3sccc3C)C2)o1 (stereo unspecified)	96	-2	6	18	0	97	-2	0.5	-3	-2	0
4	O=C1CN=C(c2ccc(Br)cc2)c2c(sc3c2CCCC3)N1CCN1CCCCC1	99	-14	25	9	-1	99	-2	0.9	-8	-7	-1
5	CC(C)N(CC(O)c1cccc([N+](=O)[O-])c1)C(C)C (stereo unspecified)	72	1	10	7	-1	85	2	-0.3	2	1	-1
6	N/C(=N\N=C\c1ccc(O)cc1O)N[N+](=O)[O-]	84	0	12	14	5	88	2	0.7	0	1	-3
7	COCCCn1c(N)c(C(=O)OC(C)COC)c2nc3ccccc3nc21 (stereo unspecified)	103	-2	36	43	1	105	-6	0.5	-1	0	-3
8	O=C(CSC1c2ccccc2-c2ccccc21)N/N=C/c1ccccc1	104	-11	11	41	0	103	-8	-0.2	2	-8	-9
9	Cc1ccnc(-n2c(-c3ccco3)nc3ccccc3c2=O)c1	102	-8	11	34	3	96	-18	0.0	-4	-11	-10
10	CN(C(=O)Oc1ccc([N+](=O)[O-])cc1)c1ccccc1	90	-5	4	9	1	89	-2	0.3	-3	-3	-2
11	CCCCCCn1c(O)c(C=NCCN2CCCCC2)c(=O)[nH]c1=O	103	-1	5	38	1	106	-8	0.3	3	-3	-4
12	OC1(c2ccc(F)cc2)CC2CCC(C1)N2Cc1nnnn1C1CCCC1 (stereo unspecified)	95	0	5	7	0	95	-3	0.0	4	-5	-4
13	CN(C)c1nc(-c2ccccc2)[n+](C)s1	91	0	22	22	16	92	12	1.8	2	-21	-7
14	S=C1CN=C(c2ccccc2)c2cc(Cl)ccc2N1	102	-9	6	19	0	97	-8	0.0	-5	-5	10
15	O=P(OCC(F)(F)C(F)F)(N1CCCCC1)N1CCCCC1	108	-2	9	8	1	104	-7	0.1	4	-4	-11
16	Cc1ccsc1C(=O)C1CCCN(Cc2cc(C(C)C)n[nH]2)C1 (stereo unspecified)	102	-3	9	10	0	98	-6	-0.2	-3	-3	-4
17	Cc1ccc(-n2c(O)c(/C=N/NC(=O)c3ccncc3)c(=O)[nH]c2=O)cc1C	95	-5	3	7	-4	94	-1	-0.9	-3	-3	1
18	COc1ccc(-c2nc3ccccc3c(=O)n2-c2cccnc2)cc1	100	1	9	22	2	100	0	0.3	-1	0	-1
19	Nc1cc(Cl)c2nonc2c1[N+](=O)[O-]	97	-6	14	19	2	98	-10	0.2	-1	-6	-4
20	CC1=CC(C)C(COC(N)=O)(COC(N)=O)C(C)C1 (stereo unspecified)	104	2	28	13	1	100	0	0.1	1	3	-7
21	COc1ccc(CCn2c(O)c(C=NCCCN(C)C)c(=O)[nH]c2=O)cc1OC	100	4	4	34	4	99	-10	0.6	3	-9	-8
22	Cc1ccnc(-n2c(C)cc(/C=C3\C(=O)NC(=S)N(C)C3=O)c2C)c1	98	1	5	12	-24	101	0	-1.5	0	5	0
23	O=c1[nH]c(=O)n(Cc2ccc(F)cc2)c(O)c1C=Nc1ccc(Cl)cc1	96	-4	9	18	1	98	-6	0.2	-1	-14	-4
24	Nc1ccc(N2CCN(Cc3ccccc3Cl)CC2)c(Cl)c1	108	-10	9	52	0	105	-9	0.2	1	-8	-7
25	COc1ccc(-n2c(O)c(C(C)=NCCN3CCNCC3)c(=O)[nH]c2=O)cc1	95	-17	11	27	26	94	-26	1.1	-6	-15	-11
26	FC(F)(F)c1ccc2c(c1)ncn2C1CCN(Cc2nnnn2C2CCCCC2)CC1	96	0	28	10	3	96	-1	0.8	-1	-2	0
27	COc1cccc(CNCCc2c[nH]c3ccccc23)c1OC	96	-4	6	15	4	92	-2	0.9	-10	-8	-4
28	COc1cc2occc2c2oc(=O)ccc12	99	0	10	17	7	97	-1	0.0	-1	-1	0
29	CCC(=NCC1CCCO1)c1c(O)n(-c2ccccc2)c(=O)[nH]c1=O (stereo unspecified)	103	-8	13	32	1	102	0	0.3	0	2	-4
30	O=c1cccc2n1CC1CC2CN(Cc2cccc(Cl)c2Cl)C1 (stereo unspecified)	103	-4	29	29	13	99	-11	2.5	1	-6	-6
31	Cc1ccc(S(=O)(=O)N(C)CCCC(=O)N2CCN(c3ccccn3)CC2)cc1	109	-20	8	40	1	111	-13	0.7	0	-9	-7
32	O=C1NC(=O)N(CCc2ccc(F)cc2)C(=O)/C1=C/c1ccco1	84	-3	3	12	-5	61	3	-1.1	-1	3	0
33	C/C(CC(c1ccccc1)c1c(O)c2ccccc2oc1=O)=N\NC(N)=S (stereo unspecified)	101	-3	4	25	5	102	-3	0.6	-3	-11	-2
34	Cc1ccc2c(c1)N(CCC(=O)N1CCC3(CC1)OCCO3)C(=O)C(C)O2 (stereo unspecified)	98	-1	39	13	1	96	1	0.2	0	-4	-3
35	N#CCCn1cc(C(=O)O)c(-c2cccc([N+](=O)[O-])c2)n1	102	-3	13	15	-1	?	-5	0.6	-1	-3	-2
36	COc1cc2c(cc1OC)[C@@]13CCN4CC5=CCO[C@H]6CC(=O)N2[C@H]1[C@H]6[C@H]5C[C@H]43	104	-4	7	18	1	102	-1	0.1	-3	-10	-4
37	N[C@@H](Cc1c[nH]c2ccccc12)c1nnc(SCc2ccc(F)cc2)o1	91	-3	12	25	2	94	-3	0.0	-2	-3	-1
38	CC(C)Cn1cc(C(=O)N2CCC3(CC2)OCCO3)c2c3ccccc3n(C)c2c1=O	100	0	15	23	1	103	0	0.7	-1	0	0
39	Cc1c(C(=O)O)cccc1-n1c(C)cc(/C=C2\C(=O)NC(=O)N(c3ccc4c(c3)OCO4)C2=O)c1C	98	0	7	10	1	91	-2	0.1	0	-2	-2
40	O=C(/C=C/C=C/c1ccccc1)CC1(O)C(=O)Nc2ccccc21 (stereo unspecified)	94	0	11	13	10	96	2	0.7	-1	0	1

Single records, from the list above. Screens in order: RGS4-Gao reg | Bcl-XL Bim block | Avidin bead fluor | GSH bead fluor | ABCG2 block | RGS7-Gao reg | Bfl-1 Bim block | ABCB1 inh | Bim-Bcl-W | Bim-Bcl-B | Bcl-2 Bim block
Shown for O=C(/C=C/C=C/c1ccccc1)CC1(O)C(=O)Nc2ccccc21 (stereo unspecified) = 94 | 0 | 11 | 13 | 10 | 96 | 2 | 0.7 | -1 | 0 | 1
Shown for Cc1ccc2c(c1)N(CCC(=O)N1CCC3(CC1)OCCO3)C(=O)C(C)O2 (stereo unspecified) = 98 | -1 | 39 | 13 | 1 | 96 | 1 | 0.2 | 0 | -4 | -3

Additional records follow:
nr	Structure	RGS4-Gao reg	Bcl-XL Bim block	Avidin bead fluor	GSH bead fluor	ABCG2 block	RGS7-Gao reg	Bfl-1 Bim block	ABCB1 inh	Bim-Bcl-W	Bim-Bcl-B	Bcl-2 Bim block
41	C=C1[C@@H](C)[C@H]2[C@H](Cc3ccccc3)NC(=O)[C@]23OC(=O)/C=C/[C@H](O)CCC[C@@H](C)C/C=C/[C@H]3[C@@H]1O	90	-1	7	67	0	95	0	.	-3	0	-3
42	CC1(c2ccc(Cl)cc2Cl)OCC(Cn2cncn2)O1 (stereo unspecified)	75	0	10	11	0	90	-5	0.1	0	-4	-5
43	COC(=O)C1=CO[C@@H](C)[C@@H]2CN3CC[C@]4(C(=O)Nc5ccccc54)[C@@H]3C[C@H]12	102	0	10	20	-2	102	-1	-0.2	-1	0	-2
44	Cc1cc2ccccc2c(=O)n1CC(=O)NCC(=O)N1CCC2(CC1)OCCO2	99	3	6	9	4	98	1	1.6	7	1	-2
45	Cc1ccccc1N1C(=O)CC(=O)N(c2ccccc2C)C1=O	99	-5	2	8	-4	102	-3	-0.8	-3	-4	-3
46	CCn1c(O)c(/C=N/N2CCOCC2)c(=O)n(CC)c1=S	93	.	7	37	13	88	.	0.4	.	.	?
47	CC(Cc1ccccc1)[n+]1cc(/N=C(\[O-])N(C)C)on1 (stereo unspecified)	102	-2	9	16	1	107	-4	0.4	-3	-1	-2
48	COC(=O)c1cc(C(O)(C(=O)OC)C(F)(F)F)c(/N=C/N(C)C)s1 (stereo unspecified)	100	2	38	13	3	96	0	0.4	-4	0	-3
49	O=C(Cc1ccccc1)N1CCN(Cc2ccc([N+](=O)[O-])cc2)CC1	104	-2	12	10	1	101	-1	0.5	-3	-7	0
50	CCOc1ccc(N2C(=O)NC(=O)/C(=C/c3cnc(SC)nc3)C2=O)cc1	101	-3	10	20	-1	93	-3	-0.5	1	-2	0
51	CC1=C(C(=O)O)N2C(=O)[C@@H](NC(=O)CCCC(=O)O)[C@H]2SC1	99	0	6	17	0	104	5	0.2	-4	-23	-1
52	Cc1ccc2c(c1)C1CN(C)CCC1N2C(=O)Cn1nnc(-c2ccccc2F)n1 (stereo unspecified)	101	-9	28	15	4	104	-7	1.2	-4	-6	-11
53	CCC(C)NC(=O)c1c(N)n(CCCOC)c2nc3ccccc3nc12 (stereo unspecified)	95	0	8	26	10	94	-3	1.2	-1	-5	-2
54	COc1cc2ccc(=O)oc2c2ccoc12	95	1	9	13	16	96	0	1.7	0	0	-5
55	CCC(=NCCCO)c1c(O)n(-c2ccc(OC)cc2)c(=O)[nH]c1=O	91	0	15	9	2	100	-1	0.5	-2	-1	-3
56	CC(Cc1ccccc1)NC(=O)CN1CCCC1=O (stereo unspecified)	93	-7	1	24	1	94	-1	4.1	-5	-8	-5
57	N=Cc1c(O)n(-c2ccc(C34CC5CC(CC(C5)C3)C4)cc2)c(=O)[nH]c1=O	90	-4	3	10	1	76	0	0.5	-3	-4	2
58	Cc1nc2ncnn2c(C)c1CCC(=O)N1CCC2(CC1)OCCO2	98	-8	17	26	0	94	-11	-0.1	-5	-6	-4
59	O=C1CCCC2=C1C(c1cccnc1)Nc1ccccc1N2 (stereo unspecified)	107	-1	21	11	0	105	-4	0.1	-1	-2	-5
60	CCCCOC(=O)C1=C(N)OC2=C(C(=O)CCC2)[C@]12C(=O)Nc1ccccc12	97	-4	13	22	1	101	-2	0.5	-1	-2	0
61	O=C(C1CCC(=O)N1Cc1ccccc1Cl)N1CCC2(CC1)OCCO2 (stereo unspecified)	102	-2	13	13	1	97	-2	0.2	0	0	1
62	CC(=O)OC1(c2ccccc2)CCN(C)C2CCCCC21 (stereo unspecified)	102	-4	34	26	14	103	-18	1.6	-1	-8	-11
63	CCC(=NCc1ccc2c(c1)OCO2)c1c(O)n(C2CCCCC2)c(=O)[nH]c1=O	94	-3	13	23	4	94	0	1.4	-4	-4	-2
64	O=C(CNS(=O)(=O)c1cccs1)N1CCC2(CC1)OCCO2	98	0	39	24	1	96	0	0.4	0	0	0

An excerpt. The share of hits here may be higher or lower than overall.
